# HIV peptide binding = inhibitors of HIV fusion peptide binding, primary screen, biochemical, uHTS, fluorescence dequenching (AID 1986) | cell-free peptide binding, fluorescence dequenching, 30 min; higher % means a stronger effect | inhibition, % at 20 µM; hits with a dose series show IC50 in µM | 290,000 tested, 0.3% active; in the data active = inhibition mostly above about 52%, no sharp cut-off; inactive = mostly below about 76%; also: some results filed as inactive read as strong as hits
# Myeloid diff 2 = compounds promoting myeloid differentiation; ER-HoxA9 myeloid progenitors, lysozyme-GFP differentiation, flow cytometry; calls only at 10 µM; 360,000 tested, 1% active; AID 624256;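 active = normalized GFP-positive differentiation at or above the plate's own cutoff, the solvent-only control mean plus 3 SD; inconclusive = no clear call, values can overlap the other calls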;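 also: cells exposed to compound for four days before flow analysis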
# GPR55 activation = GPR55 agonists via beta-arrestin recruitment, primary screen, imaging, U2OS cells, beta-arrestin-GFP redistribution (AID 1961) | U2OS GPR55 beta-arrestin-GFP redistribution imaging; higher % means a stronger effect | activation, % at 10 µM, or EC50 in µM where a hit was titrated | 290,000 tested, 0.048% active;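 active = activation above 40% with more than 50 cells counted in the well; inconclusive = wells holding fewer than 50 cells, flagged as toxic or sparse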;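 also: U2OS osteosarcoma cells stably expressing GPR55 and beta-arrestin-GFP; plate controls were DMSO negative control for no effect and LPI positive control for full effect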
# GPR35 antagonists = inhibition of zaprinast-stimulated GPR35 beta-arrestin translocation – imaging, U2OS, beta-arrestin-GFP, zaprinast agonist, primary screen (AID 2058); U2OS GPR35 beta-arrestin-GFP translocation imaging, zaprinast antagonism; higher % means a stronger effect; one-dose inhibition, % at 10 µM; IC50 in µM for titrated hits; 290,000 tested, 0.052% active;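 active = inhibition of at least 50% with at least 30 cells and total cytoplasm GFP at most 10,000,000; inconclusive = under 30 cells or total GFP of 10,000,000 plus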
# KOR beta-arrestin-1 = kappa opioid receptor blockers – cell-based, luminescence, uHTS (AID 1778); KOR beta-arrestin recruitment, luminescence, antagonist mode; higher % means a stronger effect; inhibition, % at 10 µM, or IC50 in µM where a hit was titrated; 290,000 tested, 0.091% active; also: strong numbers were not always called active
# GPR55 LPI antagonism = GPR55 antagonists blocking LPI-driven arrestin recruitment, primary screen, imaging, U2OS, beta-arrestin-GFP, LPI agonist (AID 2013). U2OS GPR55 beta-arrestin-GFP translocation imaging, LPI antagonism; higher % means a stronger effect. inhibition, % at 10 µM; hits with a dose series show IC50 in µM. 290,000 tested, 0.13% active;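 active = spots per cell inhibited over 60%, with over 100 cells counted and total cytoplasm intensity under 500,000; inconclusive = wells with under 100 cells, flagged as likely toxic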;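 also: U2OS cells stably carrying GPR55 and arrestin-GFP stimulated by 5 µM LPI near EC80; imaged beta-arrestin-GFP aggregate spots per cell after agonist stimulation; plate controls were LPI-stimulated DMSO wells for no effect and DMSO wells without LPI for full effect; some results filed as inactive read as strong as hits; confirmed hits need IC50 under 10 µM and bright autofluorescent wells are also inconclusive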
# KOR beta-arrestin-2 = kappa opioid receptor activators – cell-based, luminescence, uHTS, primary screen (AID 1777) | activation, % at 10 µM, or EC50 in µM where a hit was titrated | KOR beta-arrestin recruitment, luminescence; higher % means a stronger effect | 280,000 tested, 0.02% active; in the data active = activation above about 50%, passing the limit was not always enough; also: a part of the inactive calls stands beside numbers as strong as those of hits
# NOD2 inhibition = inhibition of NOD2-driven NF-kB reporter – cell-based, luminescence, uHTS, HEK293 (AID 1566) | HEK293 NOD2/NF-kB luciferase reporter, luminescence; higher % means a stronger effect | one-dose inhibition, % at 4 µM; EC50 in µM for titrated hits | 290,000 tested, 0.63% active; also: many of its hits are not listed in these tables
# NOD1 inhibition = NOD1 signaling inhibitors, primary screen, cell-based, luminescence, uHTS (AID 1578); 290,000 tested, 1% active; one-dose inhibition, % at 4 µM; EC50 in µM for titrated hits; NOD1-driven NF-kB luciferase reporter cells, luminescence; higher % means a stronger effect; in the data active = inhibition mostly above about 36%, no sharp cut-off; inactive = mostly below about 34%;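 also: HEK-293T reporter cells stimulated with the NOD1 agonist gamma-tri-DAP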
# Myeloid diff 2 GFP+ MAC1+ % = recorded beside Myeloid diff 2, whose call it bears; GFP+ MAC1+ double positive, %; measured here: differentiation confirmed by MAC1 staining
# Numbers without * were called inactive; i = inactive; ? = inconclusive; . = no result given; [ ] = another dose, or the depositor's remark. Rule as the data show it, unless noted: active = inhibition above about 50%; inactive = the rest. An excerpt; rates above refer to the full screens.
# Order of values: GPR35 antagonists	GPR55 activation	NOD2 inhibition	KOR beta-arrestin-2	Myeloid diff 2 GFP+ MAC1+ %	Myeloid diff 2	KOR beta-arrestin-1	HIV peptide binding	GPR55 LPI antagonism	NOD1 inhibition
1	Cc1cccc(C(=O)Nc2ccc(C(=O)/C=C/c3cccs3)cc2)c1
  -1%	0.3%	-22%	3.8%	1.6	i	-31%	-2.7%	-1%	-59%
2	O=C(NCC(=O)N1CCCCC1)c1ccc(Br)o1
  -5%	-0.2%	-4%	16%	0.0	i	2%	-1.5%	2%	-34%
3	CSc1nc(N(C)NC(=O)c2ccc(Cl)cc2)c2ccccc2n1
  3%	0.6%	5%	2.1%	.	?	-42%	-2.4%	-4%	-14%
4	COc1ccc(-n2c(Cc3cc(=O)[nH]c(=O)[nH]3)nnc2SCc2ccccc2)cc1
  -11%	-0.1%	2%	-9.0%	1.0	i	26%	0.8%	2%	-9%
5	Nc1nnc(CSCc2ccc(Cl)cc2Cl)s1
  7%	0.4%	16%	7.5%	0.2	i	10%	-1.8%	-17%	-4%
6	Cc1c(C(=O)Nc2cnccn2)oc2ccccc12
  -12%	-0.1%	-39%	0.3%	6.1	i	7%	-2.5%	-7%	-38%
7	COc1ccc(-c2cc(C(=O)Nc3cccnc3)no2)cc1OC
  5%	-0.2%	-54%	-6.3%	3.3	i	-30%	-1.1%	4%	-44%
8	C=CCN1C(=O)C(CC(=O)NCC)SC1=Nc1ccccc1CC (stereo unspecified)
  21%	0.6%	11%	-6.3%	0.8	i	-2%	0.5%	1%	-4%
9	Cc1ccc(SCc2ccc(C(=O)Nc3cccnc3)cc2)cc1
  -9%	-0.3%	-8%	3.8%	0.6	i	3%	0.0%	6%	-17%
10	CC1CN(C2=Nc3cccc4cccc2c34)CC(C)O1 (stereo unspecified)
  15%	-0.4%	6%	-4.1%	0.0	i	3%	9.5%	4%	-10%
11	COc1ccc(CCNC(=O)c2cc(-c3ccc(C)cc3O)n[nH]2)cc1OC
  5%	0.2%	15%	-1.6%	1.1	i	-25%	-0.5%	-3%	9%
12	O=C(C1=COCCO1)N1CCN(C(c2ccccc2)c2ccccc2)CC1
  -4%	0.0%	19%	3.2%	2.0	i	-46%	-0.1%	-5%	6%
13	COc1ccc(CC(NC(C)=O)C(=O)NC2CCN(S(=O)(=O)c3ccccc3)CC2)c(OC)c1 (stereo unspecified)
  15%	-0.1%	-10%	1.2%	4.9	i	-30%	-0.6%	-7%	7%
14	COc1ccc(-c2nc(C#N)c(NCCc3ccccc3)o2)cc1
  -6%	-0.3%	-17%	-4.4%	4.8	i	-6%	1.3%	10%	-24%
15	Cc1cccc(/C=N/NC(=O)c2cccc(NC(=O)c3ccccc3)c2)n1
  -6%	-0.1%	24%	-3.4%	0.6	i	-10%	-0.6%	-1%	8%
16	COc1ccc(CN2C(=O)CS(=O)CC2=O)cc1OC
  10%	0.2%	-8%	-2.2%	1.4	i	6%	2.1%	3%	-22%
17	CSc1nnc2c(n1)c(C)nn2-c1ccc(C)cc1
  -3%	-0.4%	-28%	19%	2.4	i	-34%	3.4%	-9%	8%
18	COC(=O)c1ccccc1NC(=S)N1CCC(N2CCCCC2)CC1
  6%	0.3%	8%	-4.1%	0.2	i	-3%	1.0%	13%	-10%
19	O=C(c1ccc2ccccc2n1)N1CCN(Cc2c(F)cccc2Cl)CC1
  -6%	.	18%	-1.1%	0.4	i	1%	1.0%	-5%	-17%
20	O=C(NC(=S)Nc1ccc(Oc2ccccc2)cc1)c1ccc(Cl)cc1
  -5%	-0.1%	28%	-4.6%	4.2	i	-23%	0.9%	12%	11%
21	Cc1ccc(-n2c(SCC(=O)NCc3ccco3)nc3sc(C)c(C)c3c2=O)cc1
  -3%	1.0%	12%	-5.6%	2.3	i	-6%	-3.4%	5%	-5%
22	O=C(Nc1ccc(F)cc1)C1CCN(C(=O)NCc2ccccc2)CC1
  8%	-0.2%	-39%	9.0%	0.9	i	-34%	0.2%	11%	7%
23	Cc1cc(C)c(S(C)(=O)=O)c(S(=O)(=O)c2ccc(Cl)cc2)n1
  -1%	-0.1%	15%	1.5%	1.4	i	2%	-2.5%	18%	-34%
24	Cc1cc(=O)oc2c3c(cc(OCC(=O)NC(C)C)c12)OC(C)(C)CC3
  -10%	-0.1%	7%	-1.6%	0.7	i	0%	-1.7%	2%	-19%
25	Cc1nc(N)sc1C(=O)N/N=C/c1ccco1
  9%	0.1%	8%	3.5%	0.2	i	2%	-1.5%	6%	-20%
26	Cc1ccc(N2C(S)=C(C#N)C(=O)NC2c2cccs2)cc1 (stereo unspecified)
  3%	-0.3%	4%	21%	0.3	i	-4%	1.4%	-7%	30%
27	CC1Sc2ccc(S(=O)(=O)CCC(=O)N3CCN(c4ccccc4F)CC3)cc2NC1=O (stereo unspecified)
  6%	-0.2%	.	-6.3%	0.9	i	-14%	-1.1%	4%	.
28	c1ccc2c(c1)nc1n2CC2CON(C3CCCCC3)C12 (stereo unspecified)
  -4%	-0.2%	5%	10%	2.8	i	24%	-2.0%	-8%	-1%
29	CC(C)c1nc(C(=O)N2CCCC(CCC(=O)N(C)CCc3ccccn3)C2)cs1 (stereo unspecified)
  -5%	-0.1%	13%	.	0.0	i	-7%[20 µM]	-0.6%	-7%	-2%
30	Cc1ccc(Cl)cc1N1CCN(C(=O)c2ccc3c(c2)CCN3S(C)(=O)=O)CC1
  0%	.	26%	-3.9%	.	?	10%	-1.4%	-4%	14%
31	O=C(O)C1CCCCC1C(=O)NCCc1ccc(F)cc1 (stereo unspecified)
  -10%	-0.1%	0%	1.5%	0.5	i	-26%	-0.4%	9%	-30%
32	Cc1csc(NC(=O)c2ccc3c(=O)n4c(nc3c2)CCCCC4)n1
  -32%	0.4%	-91%	1.6%	0.2	i	-34%	2.5%	-19%	-46%
33	C/C(=C1/SC(N2CCOCC2)=NC1=O)c1ccc(Br)cc1
  6%	-0.3%	10%	-8.0%	1.0	i	15%	2.4%	4%	2%
34	COC(=O)NC1(C(=O)O)CCCC1
  8%	-0.6%	25%	3.2%	0.6	i	-4%	0.9%	2%	-2%
35	CC(C)(CNC(=O)c1ccc(Br)o1)CNC(=O)c1ccc(Br)o1
  6%	0.0%	15%	-2.3%	1.4	i	-10%	1.0%	2%	-12%
36	C/C(=N\NC(=O)Cc1ccc([N+](=O)[O-])cc1)c1cccnc1
  -6%	0.2%	6%	1.3%	0.2	i	10%	-1.1%	18%	-26%
37	CCN1CCN(c2nc(Nc3cc(OC)ccc3OC)nc(Nc3cc(OC)ccc3OC)n2)CC1
  0%	0.4%	-10%	8.0%	0.4	i	-47%	-1.1%	7%	6%
38	Nc1nonc1C(=O)NCCNCc1cc(Br)ccc1OCc1ccccc1F
  -7%	-0.1%	17%	0.3%	0.2	i	4%	0.0%	39%	0%
39	O=C(CCc1nc2ccccc2[nH]1)N1CCN(C(=O)c2ccco2)CC1
  -14%	0.7%	8%	-0.3%	2.0	i	13%	-0.3%	7%	-7%
40	COc1cccc(CNC(=O)c2ccccc2NC(=O)C2=C(C)OCCS2)c1OC
  -5%	-0.1%	8%	11%	8.5	i	-22%	-1.5%	-3%	4%
41	Cc1ccc(N(CC(=O)N/N=C/c2cccnc2)S(=O)(=O)c2ccccc2)cc1
  13%	-0.3%	-1%	2.0%	0.3	i	-11%	-1.3%	-5%	-26%
42	COCCCn1c(=O)c2ccccc2n(CC(=O)NCCC2=CCCCC2)c1=O
  -7%	0.2%	18%	-1.5%	0.6	i	-13%	0.5%	5%	-17%
43	Cc1c(C(=O)N2CCc3ccccc3C2)oc2ccc(S(=O)(=O)N3CC(C)CC(C)C3)cc12 (stereo unspecified)
  -5%	0.1%	-1%	10%	0.9	i	30%	4.1%	12%	-24%
44	COC(=O)c1ccccc1NC(=O)CC(=O)Nc1ccccc1C(=O)OC
  0%	0.3%	12%	-2.7%	0.4	i	-5%	-0.4%	3%	4%
45	CN(/C=C1/C(=O)CNC1=O)CCO
  11%	-0.4%	6%	-4.2%	0.1	i	18%	-1.3%	7%	3%
46	Cc1c(Cc2c(C)n(C)n(-c3ccccc3)c2=O)c(=O)n(-c2ccccc2)n1C
  -6%	0.2%	-3%	2.9%	0.3	i	15%	-0.5%	10%	-57%
47	COc1ccc(-c2nn3c(-c4ccccn4)nnc3s2)cc1OC
  1%	-0.3%	-1%	-3.0%	0.7	i	-24%	-0.1%	-2%	-19%

# Among those listed so far, nine contain an aryl methoxy group:
# Order of values: GPR35 antagonists	GPR55 activation	NOD2 inhibition	KOR beta-arrestin-2	Myeloid diff 2 GFP+ MAC1+ %	Myeloid diff 2	KOR beta-arrestin-1	HIV peptide binding	GPR55 LPI antagonism	NOD1 inhibition
4	COc1ccc(-n2c(Cc3cc(=O)[nH]c(=O)[nH]3)nnc2SCc2ccccc2)cc1
  -11%	-0.1%	2%	-9.0%	1.0	i	26%	0.8%	2%	-9%
7	COc1ccc(-c2cc(C(=O)Nc3cccnc3)no2)cc1OC
  5%	-0.2%	-54%	-6.3%	3.3	i	-30%	-1.1%	4%	-44%
11	COc1ccc(CCNC(=O)c2cc(-c3ccc(C)cc3O)n[nH]2)cc1OC
  5%	0.2%	15%	-1.6%	1.1	i	-25%	-0.5%	-3%	9%
13	COc1ccc(CC(NC(C)=O)C(=O)NC2CCN(S(=O)(=O)c3ccccc3)CC2)c(OC)c1 (stereo unspecified)
  15%	-0.1%	-10%	1.2%	4.9	i	-30%	-0.6%	-7%	7%
14	COc1ccc(-c2nc(C#N)c(NCCc3ccccc3)o2)cc1
  -6%	-0.3%	-17%	-4.4%	4.8	i	-6%	1.3%	10%	-24%
16	COc1ccc(CN2C(=O)CS(=O)CC2=O)cc1OC
  10%	0.2%	-8%	-2.2%	1.4	i	6%	2.1%	3%	-22%
37	CCN1CCN(c2nc(Nc3cc(OC)ccc3OC)nc(Nc3cc(OC)ccc3OC)n2)CC1
  0%	0.4%	-10%	8.0%	0.4	i	-47%	-1.1%	7%	6%
40	COc1cccc(CNC(=O)c2ccccc2NC(=O)C2=C(C)OCCS2)c1OC
  -5%	-0.1%	8%	11%	8.5	i	-22%	-1.5%	-3%	4%
47	COc1ccc(-c2nn3c(-c4ccccn4)nnc3s2)cc1OC
  1%	-0.3%	-1%	-3.0%	0.7	i	-24%	-0.1%	-2%	-19%

# High-throughput results: PubChem BioAssay, several laboratories
